# Screening results (PubChem BioAssay)
# Menin MLL FP TR: qHTS Assay for Inhibitors Targeting the Menin-MLL Interaction in MLL Related Leukemias: Competition With Texas Red Labeled MLL-derived Mutant Peptide | Menin + Texas Red MLL mutant peptide, fluorescence polarization | Potency, µM (titrated, usually from 61.6 µM), without a hit: at the highest dose FP activity change, negative = inhibition, usual class: inhibitors | AID 1768, 2009 | actives 0.23% (n = 270,000) | O00255; active means well fitted inhibition curve with a large enough effect in the polarisation, with a control signal flat, not every such curve was filed as active; inconclusive means small, poorly fitted or top-dose-only effect, or effect the other way, or a change in a side signal; inactive means no such curve, though single readings can be large or run the other way; the % refers to the polarisation; further: potency means the concentration at half of the fitted maximal effect; % of control where 0% means no effect; many of its hits are not listed in these tables
# a7 integrin act: qHTS for Activators of Integrin-Mediated Alleviation for Muscular Dystrophy; alpha7betagal myoblasts, beta-gal FDG fluorescence, 48 h; Potency, µM (series often up to 38.3 µM), for inactives: at the highest dose activation, hits mostly activators; actives 0.064% (n = 350,000); AID 624291, 2012;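 further: potency means the concentration at half of the fitted maximal effect; 100% = response of the positive control SU9516; nearly all actives have a fitted effect of over 60% in size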
#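 alpha7betagal+/- myoblasts (passage 13, 250/well) treated 48 h at 37C with compounds at 1:260 dilution of DMSO stock. Lysed, then beta-galactosidase activity read as FDG fluorescence (ex 480/em 540) after 30 min, with pre-read for autofluorescence.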
# GALK inh: qHTS Assay for Inhibitors of Human Galactokinase (GALK); P51570; Purified GALK, Kinase-Glo residual ATP luminescence; Potency, µM (doses to about 57.5 µM), for the others: at the top dose activity change, negative = inhibition, actives largely listed as inhibitors; actives 0.007% (n = 270,000); further: potency means the concentration at half of the fitted maximal effect; on the % scale 0 is the no-effect control and ±100 the full control effect
#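 Luminescence from leftover ATP (Ultra-Glo luciferase/luciferin) served as read-out after a 1 h room-temperature reaction of 5 nM GALK with 35 uM ATP and 100 uM galactose.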
# PTAP TSG101 blk: qHTS Assay for Iinhibitors of HIV-1 Budding by Blocking the Interaction of PTAP/TSG101; AID 493005, 2010; 340,000 tested, under 10 active; Potency, µM (highest dose often 115 µM), without a hit: top-dose activity change, negative = inhibition, most hits filed as inhibitors; Fluorescence polarization, FITC-PTAP peptide / Tsg101 binding; Tumor susceptibility gene 101 protein (Homo sapiens), Q99816; active means well fitted inhibition curve with a large enough effect in the main read-out, with a control signal flat, not every such curve was filed as active; inconclusive means small, poorly fitted or top-dose-only effect, or effect the other way, or a change in a side signal; inactive means no such curve, though single readings can be large or run the other way; further: potency means the concentration at half of the fitted maximal effect; % of control where 0% means no effect
#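 Steps: Tsg101 binding domain dispensed (10 uM final), compounds pinned in DMSO, FITC-labeled PTAP-motif peptide added (50 nM final); after 20 min binding at room temperature, polarization measured.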
# Tb PFK inh: qHTS Assay to Find Inhibitors of T. brucei phosphofructokinase; Potency, µM (titrated, usually from 57.5 µM), inactives show at the highest dose activity, negative = inhibition, actives largely listed as inhibitors; T. brucei PFK, ADP-Glo luminescence; AID 485367, 2010; actives 0.17% (n = 330,000);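 further: potency means the concentration at half of the fitted maximal effect; 0% = uninhibited 1x PFK enzyme wells and -100% = no-enzyme wells; nearly all actives have a fitted effect of over 60% in size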
# Target sequence (O15648 whole entry, looked up): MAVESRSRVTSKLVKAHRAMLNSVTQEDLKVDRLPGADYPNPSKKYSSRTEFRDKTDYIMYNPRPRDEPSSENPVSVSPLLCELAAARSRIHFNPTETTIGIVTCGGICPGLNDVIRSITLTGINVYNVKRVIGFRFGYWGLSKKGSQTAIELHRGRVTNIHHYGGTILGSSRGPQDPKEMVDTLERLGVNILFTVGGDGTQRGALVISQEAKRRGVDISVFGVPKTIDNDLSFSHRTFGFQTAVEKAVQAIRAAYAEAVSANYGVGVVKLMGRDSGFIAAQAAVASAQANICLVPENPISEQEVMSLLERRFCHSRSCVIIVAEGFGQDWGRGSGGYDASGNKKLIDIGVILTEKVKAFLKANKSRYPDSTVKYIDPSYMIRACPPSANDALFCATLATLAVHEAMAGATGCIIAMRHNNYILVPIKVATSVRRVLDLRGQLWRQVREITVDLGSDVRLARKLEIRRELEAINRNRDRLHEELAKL
#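 Compounds were pin-transferred as a titration series up to 57 uM into substrate buffer (0.5 mM F6P, 0.1 mM ATP, pH 8.0), then 1.25 nM PFK was added and reactions ran 45 min before ADP-Glo detection.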
# Giardia killer: Small Molecules that selectively kill Giardia lamblia: qHTS | actives 0.15% (n = 340,000) | Giardia lamblia trophozoite viability | activity change, % at 7.66 µM, hits read low; in the data active means activity change below about -80%; inconclusive means between about -30% and that limit;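 further: parasites exposed to compound for two days anaerobically before the ATP read; on the % scale 0 is the no-effect control and ±100 the full control effect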
#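 Killing of trophozoites was scored by loss of ATP luminescence after a 48 hrs anaerobic exposure to compounds at 37 deg C, using 100 cells per well.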
# ASM inhibitor: Inhibitors of Secretory Acid Sphingomyelinase (S-ASM): qHTS | actives 0.006% (n = 340,000) | placental ASM, HMU-PC fluorogenic substrate, 60 min | Sphingomyelin phosphodiesterase (Homo sapiens), P17405 | Potency, µM (series often up to 57.5 µM), inactives show top-dose activity change, negative = inhibition, most hits filed as inhibitors; further: potency means the concentration at half of the fitted maximal effect
#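 qHTS format. ASM enzyme prepared from human placenta hydrolyses the fluorogenic substrate HMU-PC0 (9 uM final) over 60 min at 37 °C after a 10 min compound preincubation.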
# BCR signal inh: qHTS Assay to Find Inhibitors of Chronic Active B-Cell Receptor Signaling; ABC-DLBCL IkBa-CBG/CBR reporter, luminescence ratio, 4 h; Potency, µM (titrated, usually from 46.1 µM), for the others: at the top dose ratio change, negative = lower green/red ratio, usual class: inhibitors; actives 0.05% (n = 340,000); active means well fitted inhibition curve with a large enough effect in the signal ratio, with a control signal flat, not every such curve was filed as active; inconclusive means small, poorly fitted or top-dose-only effect, or effect the other way, or a change in a side signal; the % refers to the signal ratio;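 further: potency means the concentration at half of the fitted maximal effect; plate controls were basal doxycycline-induced cells for no effect and cells given 10 µM MG132 for full effect; MG132 reads +100%, hits lower the ratio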
#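 TMD8 human ABC-DLBCL cells with doxycycline-inducible IκBα–green luciferase fusion and unfused red luciferase, in 0.5% FBS medium; compounds up to 46 uM, 4 h at 37C. Green/red luminescence ratio, filter-overlap corrected, fitted to concentration-response curves.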
# PKM2 act: qHTS Assay for Activators of Human Muscle isoform 2 Pyruvate Kinase; purified PKM2, Kinase-Glo ATP luminescence, activation; response scale: 0% is enzyme alone, no compound; Potency, µM (top dose mostly 57.5 µM), inactives show top-dose activation, hits mostly activators; actives 0.34% (n = 260,000); AID 1631, 2009; further: potency means the concentration at half of the fitted maximal effect; on the % scale 0 is the no-effect control and ±100 the full control effect; nearly all actives have a fitted effect of over 55% in size
# Target sequence (P14618 whole entry, looked up, canonical isoform): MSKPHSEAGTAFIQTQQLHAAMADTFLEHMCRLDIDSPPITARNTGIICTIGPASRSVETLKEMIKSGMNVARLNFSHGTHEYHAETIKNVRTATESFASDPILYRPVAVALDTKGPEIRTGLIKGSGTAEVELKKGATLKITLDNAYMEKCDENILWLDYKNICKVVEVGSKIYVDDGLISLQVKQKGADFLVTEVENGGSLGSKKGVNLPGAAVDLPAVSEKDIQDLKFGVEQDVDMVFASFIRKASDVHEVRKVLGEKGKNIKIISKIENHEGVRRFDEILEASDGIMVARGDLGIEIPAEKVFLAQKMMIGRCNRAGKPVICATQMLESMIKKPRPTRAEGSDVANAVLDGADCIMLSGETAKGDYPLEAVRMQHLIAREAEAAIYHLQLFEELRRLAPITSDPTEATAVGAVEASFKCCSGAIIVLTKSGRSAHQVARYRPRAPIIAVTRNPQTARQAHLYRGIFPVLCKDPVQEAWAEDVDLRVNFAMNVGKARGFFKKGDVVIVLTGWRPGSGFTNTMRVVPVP
#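 ATP formation by purified human PK-M2, quantified via coupled luciferase luminescence after 1 h at room temperature with 0.1 mM ADP and 0.5 mM PEP final.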
# B2AR arrestin: qHTS assay of beta-arrestin-biased ligands of beta2-adrenergic receptor. beta-arrestin recruitment to beta2AR, cell-based reporter. Potency, µM (highest dose often 46.1 µM), without a hit: at the highest dose activation, usual class: activators. actives 0.02% (n = 330,000);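 further: potency means the concentration at half of the fitted maximal effect; 0% = DMSO controls and full agonism = EC100 isoproterenol or metaproterenol; nearly all actives have a fitted effect of over 65% in size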
# FBPA coupling cs: qHTS Assay for Inhibitors of Fructose-1,6-bisphosphate Aldolase from Giardia Lamblia: Coupling assay counterscreen; coupling enzyme system counterscreen, AmpLite Red fluorescence; AID 2472, 2010; actives 0.67% (n = 290,000); activity change, negative = inhibition, % at 58.2 µM, hits read low; in the data active means activity change below about -30%; further: on the % scale 0 is the no-effect control and ±100 the full control effect
#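 Compounds tested against the coupling enzymes alone at 57.5 uM final; readout was AmpLite Red fluorescence (525/598 nm) after 20 min at RT.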
# Starred values were filed as active, the others as inactive; ? = inconclusive; / = no result given; [ ] = remark or other dose. Unless noted, the call rests on the fitted dose curve; in most records, active means well fitted curve in the direction sought with a large enough effect; inconclusive means small, poorly fitted or top-dose-only effect, or another doubt; inactive means no such curve, though single readings can be large; an effect the other way counts as inactive or inconclusive. Only part of the results is shown. The share of hits here may be higher or lower than overall.
SMILES,Menin MLL FP TR,a7 integrin act,GALK inh,PTAP TSG101 blk,Tb PFK inh,Giardia killer,ASM inhibitor,BCR signal inh,PKM2 act,B2AR arrestin,FBPA coupling cs
Cc1nc([N+](=O)[O-])cn1CC(=O)c1ccc(Br)cc1,/,-8%,/,/,0%,-30,-1%,2%,/,0.9%,/
CCCn1nnc(NC(=O)/C=C/c2ccc(C(C)C)cc2)n1,/,0%,-3%,-2%,9%,52[activator],3%,9%,3%,-0.6%,2
CCC1NC(=S)N(C2CCCCC2)C1=O (stereo not given),/,21%,2%,-6%,0%,-8,0%,3%,1%,-0.8%,3
O=C(CN1C(=O)CCS(=O)(=O)c2ccccc21)Nc1ccc(Cl)cc1,10%,?,1%,-3%,-11%,-5,0%,-7%,/,-0.4%,2
CC(C)Cn1c(CNC(=O)c2ccccc2)nc2ccccc21,-4%,14%,-1%,-10%,0%,7,3%,-2%,-3%,0.2%,0
O=C(c1ccc2snnc2c1)N1CCCC1,27%,19%,-2%,-5%,2%,-13,-1%,1%,1%,0.1%,0
CCSc1nnc([C@H](C)NC(=O)OC(C)(C)C)o1,0%,3%,7%,-6%,0%,-10,-1%,1%,-2%,-0.3%,1
COc1ccccc1NC(=O)C1=C(C)Nc2nc(-c3ccccc3)nn2C1c1ccccn1 (stereo not given),-6%,2%,-1%,-5%,4%,-7,-1%,-1%,0%,0.3%,1
CC(C)Cc1nnc(NC(=O)CCC(=O)N2CCOCC2)s1,-4%,15%,-2%,-4%,1%,20,4%,5%,-3%,0.1%,0
COc1ccc(NS(=O)(=O)c2ccc3oc(=S)[nH]c3c2)cc1,/,-5%,3%,-5%,-8%,?,-2%,-3%,-2%,3.8%,12
Cc1cc(C(F)(F)F)nc(SCc2ccc(C(=O)O)o2)n1,8%,-7%,-1%,-11%,5%,-5,10%,0%,0%,-0.3%,17
O=C(c1ccccc1)N1CCCCC(Cl)C1=O (stereo not given),8%,14%,10%,-6%,-4%,-21,0%,4%,1%,-0.3%,1
CC1CCN(C(=O)COC(=O)Cc2ccc(Br)cc2)CC1,?,1%,/,0%,-2%,-24,3%,1%,/,-0.5%,-2
CCCNC(=O)C12CCC(C)(c3nc4cc(C)c(C)cc4nc31)C2(C)C (stereo not given),?,-24%,1%,-3%,2%,7,39%,-2%,/,0.5%,2
Cc1ccc(-n2c(C)cc3c2CCCC3=O)cc1,?,12%,-5%,-11%,-2%,10,-1%,-13%,19%,-0.2%,1
O=C(O)C1CC=CCC1C(=O)Nc1ccc(F)c(F)c1 (stereo not given),-8%,-3%,0%,-2%,0%,8,2%,?,0%,0.0%,8
COc1ccc(NC(=O)Nc2sc(=S)n(C)c2C)cc1,35%[activator],-21%,-3%,-10%,-6%,2,1%,?,2%,?,1
Cc1ccc([N+](=O)[O-])cc1S(=O)(=O)N1CCNCC1,-15%,10%,10%,-1%,0%,-21,17%,-6%,3%,-0.4%,1
c1ccc(Cn2c(SCc3nc4ccccc4s3)nnc2-c2ccco2)cc1,18%,14%,-1%,-5%,-11%,-3,-1%,2%,5%,0.0%,-1
Cn1c(=O)c2cc3ccccc3nc2n(C)c1=O,/,0%,3%,-7%,1%,-3,165%[activator],2%,-3%,-0.3%,4
CCOC(=O)[C@H]1[C@H]2COc3ccc(OC)cc3[C@@H]2N2C(=O)CN(Cc3ccc(F)cc3)C(=O)[C@@]12C,/,21%,/,/,6%,-17,-1%,5%,/,-0.1%,/
CC(NC(=O)c1cc(S(=O)(=O)N(C)C)ccc1Cl)c1ccc(-n2ccnc2)cc1 (stereo not given),/,-31%,-6%,-2%,1%,-10,0%,-5%,1%,0.3%,/
O=C(NC1(C(F)(F)F)C(=O)Nc2c1c(=O)[nH]c(=O)n2Cc1ccccc1)c1ccc(Cl)cc1 (stereo not given),2%,6%,-3%,-4%,5%,?,1%,12%,0%,0.1%,9
Cc1cnc(NC(=O)COc2ccccc2Cl)s1,-16%,7%,2%,-5%,2%,?,0%,9%,-7%,-0.4%,-2
O=C(CCS(=O)(=O)c1ccccc1)Nc1ncc([N+](=O)[O-])s1,?,-67%[inhibitor],4%,-2%,7%,-81*,0%,?,10%,-0.5%,4
CCCOc1ccc(N2C(=O)CC(N(Cc3ccco3)C(C)=O)C2=O)cc1 (stereo not given),12%,19%,-3%,1%,6%,-8,4%,6%,3%,0.1%,1
CCOc1cc(N2CCOCC2)c(OCC)cc1NC(C)C(=O)N1CCN(CC)CC1 (stereo not given),32µM*,-34%,5%,-3%,-20%,3,0%,-5%,-3%,0.5%,-43*
CC(NC(=O)COC(=O)c1ccc([N+](=O)[O-])o1)c1ccccc1 (stereo not given),/,18%,/,-1%,-3%,8,3%,0%,/,-0.2%,/
COc1cc(C(=S)N2CCOCC2)cc(OC)c1OC(=O)Cc1ccc(F)cc1,2%,-22%,1%,-6%,-12%,-7,1%,?,1%,-2.0%,2
COc1ccc(C)cc1S(=O)(=O)Nc1ccc(F)cc1,4%,19%,0%,-9%,2%,-3,-1%,4%,5%,-0.9%,1
CCCc1c(O)nc(SCCN(CC)CC)[nH]c1=O,/,-18%,-2%,-10%,4%,-7,5%,?,0%,0.0%,2
CCCCOc1ccccc1C(=O)NNC(=S)NC(=O)c1ccccc1[N+](=O)[O-],?,-38%,-2%,-4%,1%,-22,-3%,-17%,0%,0.1%,4
COc1cccc(CN2CCC(n3nccc3NC(=O)CCCc3ccccc3)CC2)c1O,/,-5%,-3%,-1%,-2%,-1,0%,3%,/,0.4%,/
CCCCOc1ccc(C(=O)NCC(=O)N2CCN(Cc3ccc4c(c3)OCO4)CC2)cc1,/,6%,/,-8%,-1%,9,3%,1%,/,-0.6%,/
COc1ccc(CCNS(=O)(=O)c2ccc3c(c2)NC(=O)CS3)cc1OC,/,-19%,-1%,1%,-5%,3,2%,3%,/,0.1%,/
Cn1c(CCNC(=O)c2ccco2)nc2cc(NC(=O)c3ccccc3)ccc21,/,?,0%,-1%,3%,-16,2%,?,/,-0.1%,/
CCO[C@@H]1OC(C(=O)N2CCN(Cc3ccc4c(c3)OCO4)CC2)=C[C@H](c2coc3ccccc3c2=O)[C@H]1CCCO,?,-33%,0%,-4%,5%,2,2%,-9%,-1%,0.0%,0
CCn1nnc(NC(=O)c2ccc(Br)o2)n1,-14%,-15%,14%,-2%,2%,-25,-5%,0%,1%,-0.7%,1
O=C(COC(=O)c1nc(Cl)ccc1Cl)NC(=O)c1ccccc1,/,-8%,5%,4%,-3%,-20,-1%,-4%,-1%,-0.5%,/
COc1ccc(-c2noc(CN3CCC(Cc4ccccc4)CC3)n2)cc1,2%,-15%,0%,-1%,-2%,-7,32%,-3%,-4%,0.2%,-1
COc1ccc(N2CCCn3c2nc2c3c(=O)n(Cc3ccccc3F)c(=O)n2C)cc1,3%,/,-1%,/,-2%,/,/,3%,0%,-0.2%,0
CN(Cc1ccccc1Cl)C(=O)c1cnccc1C(F)(F)F,/,8%,1%,-9%,-1%,-10,6%,?,7%,-0.3%,3
O=C(CN1CCOCC1)N1N=C(c2cccs2)CC1c1cccs1 (stereo not given),-2%,4%,0%,-6%,5%,8,-3%,?,4%,-0.1%,-1
CCc1nnc(NC(=O)CSc2nc(N)c(NC(=O)c3ccc(OC)cc3)c(=O)[nH]2)s1,/,0%,-8%,0%,-1%,0,-2%,-2%,/,-0.3%,/
OCCCc1ccc(O)c(O)c1,6%,5%,3%,1%,-26%,15,0%,7%,1%,-0.4%,-7

# As a short view, part of the list above.
SMILES,Menin MLL FP TR,a7 integrin act,GALK inh,PTAP TSG101 blk,Tb PFK inh,Giardia killer,ASM inhibitor,BCR signal inh,PKM2 act,B2AR arrestin,FBPA coupling cs
CCc1nnc(NC(=O)CSc2nc(N)c(NC(=O)c3ccc(OC)cc3)c(=O)[nH]2)s1,/,0%,-8%,0%,-1%,0,-2%,-2%,/,-0.3%,/
OCCCc1ccc(O)c(O)c1,6%,5%,3%,1%,-26%,15,0%,7%,1%,-0.4%,-7
